RGS4 act = potentiators or activators of RGS4 | B-score at 10 µM | HEK293 M3R/inducible RGS4, carbachol calcium flux Fluo4; stronger effect = lower value | 310,000 compounds, 0.92% hits | AID 463111;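 active means B-score of the integrated calcium signal more than 4 SD below the library mean, with starting fluorescence not abnormally high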;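 further: negative B-score means reduced calcium response which marks RGS4 activation or potentiation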
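Assay system: Inducible-RGS4 HEK293 cells carrying M3 receptor | Schedule: Compound preincubation 20 min at room temperature before agonist | Signal: Kinetic calcium fluorescence imaging with Fluo4-AM dye, 2 µM | Read-out basis: B score from integrated fluorescence ratio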
KCNQ1 act = human KCNQ1 channel potentiation or activation | P51787 | CHO-K1 KCNQ1, thallium flux FluxOR fluorescence; stronger effect = higher value | B-score at 10 µM | 310,000 compounds, 0.35% hits | AID 2648;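 active means fluorescence ratio B-score, a plate-corrected score, at least three library SD, with initial intensity B-score within 5 SD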
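Material: CHO-K1 cells stably expressing KCNQ1. Medium: assay buffer for compound exposure, DMSO matched across wells. Reagent: K+/Tl+ depolarizing stimulus. Compound dosing: single-concentration screen. Times: 37 °C overnight plating, 90-min dark dye load, 20-min compound pretreatment. Technique: FluxOR Tl+ flux fluorescence.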
KCNQ1 inh = human KCNQ1 channel inhibition; P51787; CHO-K1 KCNQ1, FluxOR thallium flux fluorescence; stronger effect = higher value; B-score at 10 µM; 310,000 compounds, 1.3% hits; AID 2642;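 active means compounds whose thallium flux B-score, printed positive for inhibition, exceeds three library SD while starting fluorescence stays within three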;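 further: channel opened by potassium depolarization with thallium stimulus after 20 min compound exposure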
MrgX1 ag = agonists of human MrgX1 receptor; 310,000 compounds, 0.44% hits; B-score at 10 µM; AID 588627; MrgX1-HEK293 cells, Fluo-4 calcium fluorescence, agonist mode; stronger effect = higher value; Q96LB2;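 active means calcium response B-score plate-corrected fluorescence ratio at least 3 library SD, with starting fluorescence B-score inside 5 SD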
Target sequence (Q96LB2 whole entry, looked up): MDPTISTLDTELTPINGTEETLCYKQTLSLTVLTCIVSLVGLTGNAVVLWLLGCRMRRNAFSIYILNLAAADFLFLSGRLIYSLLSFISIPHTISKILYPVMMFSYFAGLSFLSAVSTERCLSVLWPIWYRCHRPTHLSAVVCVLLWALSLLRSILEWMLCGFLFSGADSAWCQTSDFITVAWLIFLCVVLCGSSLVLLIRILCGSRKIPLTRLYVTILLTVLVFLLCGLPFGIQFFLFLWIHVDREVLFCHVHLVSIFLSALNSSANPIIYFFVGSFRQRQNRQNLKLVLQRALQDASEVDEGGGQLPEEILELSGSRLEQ
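times = overnight plating, then 30 min 37 °C plus 30 min room-temperature dye loading | assay system = stable human MrgX1 HEK293 cell line | input = fifteen thousand cells per well | signal = kinetic calcium dye fluorescence, Fluo-4 NW | dosing = compound delivered in addition one of three | read-out = B-scored fluorescence response ratio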
TMEM16A inh = mouse TMEM16A channel inhibition, primary screen. Q8BHY3. HEK293 TMEM16A/YFP iodide influx fluorescence, ionomycin. normalized B-score (activity score, 25-100; higher = stronger inhibition) at 10 µM. 310,000 compounds, 1.2% hits;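 active means ratio plate-corrected score three or more library SD toward inhibition, starting fluorescence score within five deviations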;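 further: score derived from kinetic fluorescence span divided by baseline fluorescence per well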
RGS4 block = inhibitors of human RGS4; P49798; HEK293 M3R/RGS4 inducible, Fluo-4 calcium flux; stronger effect = higher value; triggered by carbachol at its EC20; B-score at 10 µM; 310,000 compounds, 0.45% hits; AID 463165;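 active means B-score, a plate-corrected calcium signal, over three deviations above library mean, with baseline fluorescence within five deviations of library mean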;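 further: RGS4 expression induced by doxycycline in cells with stable M3 receptor; B-score is computed from the integrated fluorescence ratio over baseline after carbachol; higher B-score means a larger calcium signal and so more RGS4 inhibition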
Target sequence (P49798 whole entry, looked up): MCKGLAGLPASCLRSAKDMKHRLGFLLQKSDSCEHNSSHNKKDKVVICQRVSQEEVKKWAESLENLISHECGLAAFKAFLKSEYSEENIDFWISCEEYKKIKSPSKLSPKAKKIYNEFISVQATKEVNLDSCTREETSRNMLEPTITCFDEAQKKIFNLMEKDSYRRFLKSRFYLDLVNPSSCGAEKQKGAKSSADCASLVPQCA
TMEM16A act = mouse TMEM16A channel activation, primary screen; 340,000 compounds, 0.3% hits; B-score at 10 µM; HEK293 TMEM16A/YFP-H148Q/I152L, iodide quench fluorescence; stronger effect = lower value; Q8BHY3; AID 623877;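 active means fluorescence-ratio B-score plate-corrected deviation score at least 3 library SD below zero, with starting fluorescence score within 5 deviations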;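 further: channel opened by trigger with iodide after compound preincubation; score built on the fluorescence ratio of max minus min over baseline; more negative score means more quench and so TMEM16A activation or potentiation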
hERG protect = compounds protecting human hERG from proarrhythmic drug block | 310,000 compounds, 0.51% hits | AID 1511 | CHO-hERG, FluxOR thallium flux, dofetilide IC70 present | activation (rescue from dofetilide block), less the hit threshold, % at 10 µM;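 active means activation above the mean of controls blocked by dofetilide plus 5 SD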;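 further: thallium influx through hERG after potassium depolarization seen as dye fluorescence rise; in these data hits start at about 4.7%; inactives centre near -7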
KCNK9 block = blocks the human KCNK9 two-pore domain potassium channel | B-score at 10 µM | HEK293 KCNK9, FluxOR thallium flux fluorescence; stronger effect = lower value | 310,000 compounds, 1.2% hits | Q9NPC2;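 active means ratio B-score over 3 SD below the library mean, with starting fluorescence within 5 SD of its mean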;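 further: negative B-score means less thallium flux so channel inhibition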
Target sequence (Q9NPC2 whole entry, looked up, the tested form may be a part): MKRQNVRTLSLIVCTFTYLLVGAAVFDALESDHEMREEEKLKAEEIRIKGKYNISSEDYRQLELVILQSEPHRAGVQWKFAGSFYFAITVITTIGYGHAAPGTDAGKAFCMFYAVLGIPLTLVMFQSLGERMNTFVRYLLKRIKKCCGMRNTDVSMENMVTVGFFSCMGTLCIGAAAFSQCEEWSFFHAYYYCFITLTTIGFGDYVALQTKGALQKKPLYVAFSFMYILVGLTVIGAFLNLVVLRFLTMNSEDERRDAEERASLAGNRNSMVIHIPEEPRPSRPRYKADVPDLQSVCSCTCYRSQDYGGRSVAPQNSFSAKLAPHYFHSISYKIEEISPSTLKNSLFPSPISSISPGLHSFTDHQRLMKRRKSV
KCNK3 inh = human KCNK3 channel inhibition, primary screen; B-score at 10 µM; AID 602410; CHO-KCNK3 thallium flux, FluxOR fluorescence; stronger effect = lower value; O14649; 340,000 compounds, 0.84% hits;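 active means B-score under library mean minus 4 SD, starting fluorescence ratio at most library mean plus 5 SD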;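 further: more negative B-score means stronger inhibition of thallium flux through KCNK3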
MrgX1 allo act = human MrgX1 positive allosteric modulation, primary screen. Q96LB2. B-score at 10 µM. MrgX1-HEK293, Fluo-4 calcium flux, FDSS; stronger effect = higher value. 310,000 compounds, 0.63% hits;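 active means plate-corrected calcium response at least 3 library SD above typical, normal starting fluorescence, not activating the receptor alone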;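 further: compound read alongside a low EC10 to EC30 dose of BAM8-22 agonist; peak minus trough fluorescence over baseline measured at the second addition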
* marks the source's active call; other numbers are inactive results; i = inactive; . = not tested or not shown.

Below each SMILES – RGS4 act, KCNQ1 act, KCNQ1 inh, MrgX1 ag, TMEM16A inh, RGS4 block, TMEM16A act, hERG protect, KCNK9 block, KCNK3 inh, MrgX1 allo act
> COc1ccccc1N(CC(=O)NC1CCCCC1)S(=O)(=O)c1cccs1
 : i, i, i, i, i, i, i, -14, i, i, i
> CC(C)n1nnnc1SCC(=O)Nc1ccc2c(c1)OCO2
 : i, i, i, i, i, i, i, -10, i, i, i
> CC(C)c1ccc(CN2CCSCC2)cc1
 : i, i, i, i, i, i, i, -1, i, i, i
> Cc1ccc(-n2c([S-])c(C(=O)Nc3ccc(OC(F)F)cc3)[n+]3ccc(C(=O)NCCO)cc23)cc1C
 : i, i, i, i, i, i, i, -12, i, i, i
> Cn1c(COc2ccccc2)nnc1SCC(=O)c1cccc([N+](=O)[O-])c1
 : i, i, i, i, i, i, i, -4, i, i, i
> CCCCCOC(=O)C1=C(C)Nc2nnnn2C1c1ccc(OC)c(OC)c1OC (centres undefined)
 : i, i, i, i, i, i, i, -10, i, i, i
> Cc1cccc(NC(=O)CN2C(=O)N/C(=C/c3ccc(C)s3)C2=O)c1
 : i, i, i, i, i, i, i, -4, i, i, i
> CC(=O)N1CCC(N2CCN(Cc3ccc(C)cc3)C(CCO)C2)CC1 (centres undefined)
 : i, i, i, i, i, i, i, -10, i, i, i
> O=c1[nH]c(S)c(/C=C2\C=Nc3ccccc32)s1
 : i, i, i, i, i, i, i, -10, i, i, i
> Cc1nc2cc(C(=O)NCc3cccnc3)ccc2n1-c1ccc(F)cc1F
 : i, i, i, i, i, i, i, -9, i, i, i
> COc1ccc(S(=O)(=O)N2CCCC(C(=O)N3CCOCC3)C2)cc1OC (centres undefined)
 : i, i, i, i, i, i, i, -3, i, i, i
> O=C(c1ccc(S(=O)(=O)N2CCOCC2)cc1)N1CCCc2ccccc21
 : i, i, i, i, i, i, i, 0, i, i, i
> COC(=O)CCNC(=O)c1ccc2nc(Cc3ccc(OC)c(OC)c3)oc2c1
 : i, i, i, i, i, i, i, -11, i, i, i
> O=C(COC(=O)c1ccc(S(=O)(=O)N2CCCC2)cc1)NCc1ccco1
 : i, i, i, i, i, i, i, -11, i, i, i
> CC1(C)OC(=O)N(c2ccccc2)C12C=Cc1cc(Br)ccc1O2 (centres undefined)
 : i, i, i, i, i, i, i, -7, -7.2*, i, i
> O=C(O)c1ccccc1Nc1ccccc1
 : ., ., ., i, i, ., i, ., ., i, i
> Cc1cc2nncn2c2ccccc12
 : i, i, i, i, i, i, i, -6, i, i, i
> CN(C)c1nc(NCc2ccccc2)nc(N/N=C/c2cccc(Br)c2)n1
 : i, i, i, i, i, i, i, -2, i, i, i
> COc1ccc(/C(CC2(O)C(=O)Nc3ccccc32)=N\O)cc1 (centres undefined)
 : i, i, i, i, i, i, i, -11, i, i, i
> COc1cc(NS(=O)(=O)c2ccc(NS(=O)(=O)c3ccc(NC(C)=O)cc3)cc2)nc(OC)n1
 : i, i, i, i, i, i, i, -3, i, i, i
> COc1ccccc1C(c1nnnn1CC1CCCO1)N1CCN(c2ccccc2)CC1 (centres undefined)
 : i, i, i, i, i, i, i, -8, i, i, i
> COC(=O)c1ccc(C2/C(=C(/O)c3ccc4c(c3)CC(C)O4)C(=O)C(=O)N2CCN2CCOCC2)cc1 (centres undefined)
 : i, i, i, i, i, i, i, -9, i, i, i
> Cc1ccnc(NC(=O)CCC2COc3ccccc3O2)c1 (centres undefined)
 : i, i, i, i, i, i, i, -4, i, i, i
> CCN(CC)C(=O)Cn1c(=O)n(CCCCCC(=O)Nc2ccccc2)c(=O)c2sccc21
 : i, i, i, i, i, i, i, -4, i, i, i
> COc1ccccc1NC(=O)CSc1nc(N)c(-c2ccccc2)c(=O)[nH]1
 : i, i, i, i, i, i, i, -9, i, i, i
> CC12CN3CC(C)(CN(C1)C3c1ccc(Cl)cc1)C2 (centres undefined)
 : i, i, i, i, i, i, i, -5, i, i, i
> CN(c1ccc(OCC(=O)N2CCC(C(N)=O)CC2)cc1)S(=O)(=O)c1cccs1
 : i, i, i, i, i, i, i, -8, i, i, i
> N/C(COc1ccccc1)=N\NS(=O)(=O)c1ccccc1
 : i, i, i, i, i, i, i, -12, i, i, i
> Cc1c(C(=O)NCCN2CCOCC2)oc2ccc(Br)cc12
 : i, i, i, i, i, i, i, -14, i, i, i
> COc1ccc(C(=O)N2CCCC(Nc3ccc(F)cc3)C2)c(OC)c1 (centres undefined)
 : i, i, i, i, i, i, i, -6, i, i, i
> Cc1ccccc1-n1c(=S)[nH]c2nc3c(cc2c1=O)COC(C)(C)C3
 : i, i, i, i, i, i, i, -15, i, i, i
> Cc1ccccc1NNC(N)=S
 : i, i, i, i, i, i, i, 0, i, i, i
> CCOC(=O)c1c(C)n(C)c2ccc(OCC(N)=O)cc12
 : i, i, i, i, i, i, i, -12, i, i, i
> CC(C)=CC(=O)Nc1ccccc1C(N)=O
 : i, i, i, i, i, i, i, -2, i, i, i
> CC(=O)Nc1ccc(/C=N/N2C(C)CCCC2C)cc1 (centres undefined)
 : i, i, i, i, i, i, i, 0, i, i, i
> c1c(CC2CCCC2)nnn1C[C@H]1CC[C@@H]([C@@H]2CC[C@H](Cn3cc(CC4CCCC4)nn3)O2)O1
 : i, i, i, i, i, i, i, -4, i, i, i
> CCOc1cc(N2CCOCC2)c(OCC)cc1NS(=O)(=O)c1ccc(Cl)s1
 : i, i, i, i, i, i, i, -8, i, i, i
> Cc1c(/C(O)=C2\C(=O)C(=O)N(CCN(C)C)C2c2ccccc2)cnn1-c1ccccc1 (centres undefined)
 : i, i, i, i, i, i, i, -2, i, i, i
> FC(F)(F)c1cccc(N2CCN(C3CC4CCC3C4)CC2)c1 (centres undefined)
 : i, i, i, i, i, i, i, -3, i, i, i
> CC1CCCN(S(=O)(=O)c2ccc(NC(=O)CN3CCCCC3)cc2)C1 (centres undefined)
 : i, i, i, i, i, i, i, -15, i, i, i
> C=CCNC(=S)NNC(=O)c1ccco1
 : i, i, i, i, i, i, i, -10, i, i, i
> CCOc1cc(C2C(C#N)=C(N)Oc3n[nH]c(CC)c32)ccc1OCCN1CCOCC1 (centres undefined)
 : i, i, i, i, i, i, i, -8, i, i, i
> Cc1nn(-c2ccccc2)c2c1C(c1ccc(F)cc1F)C(C#N)=C(N)O2 (centres undefined)
 : i, i, 7*, 27*, i, i, i, -6, i, i, i
> N#CCN(C(=O)COC(=O)C1CC2CCCC(C1)C2=O)c1ccccc1 (centres undefined)
 : i, i, i, i, i, i, i, -8, i, i, i
> CCCCC(CC)Cn1c(O)c(/C=C2\C=NN=C2c2ccccc2)sc1=S (centres undefined)
 : i, i, i, i, i, i, i, -3, i, i, i
> Cc1ccc(S(=O)(=O)c2nc(S(C)(=O)=O)sc2NCc2ccc3c(c2)OCO3)cc1
 : i, i, i, i, i, i, i, -8, i, i, i
> CCOc1ccc(CCNC(=O)COC(=O)c2cc(S(=O)(=O)N3CCOCC3)ccc2F)cc1OCC
 : i, i, i, i, i, i, i, -5, i, i, i
> CCn1c(SCC(=O)Nc2nccs2)nnc1-c1ccccc1
 : i, i, i, i, i, i, i, -5, i, i, i
> CC(C)OC(=O)c1ccc(NC(=O)C2C3CC4OC(=O)C2C4C3)cc1 (centres undefined)
 : i, i, i, i, i, i, i, -2, i, i, i
> CCOC(=O)CC(=O)CSc1nc2ccc(OC)cc2cc1C
 : i, i, i, i, i, i, i, -3, i, i, i
> CCOC(=O)C1CCCN(c2c(N3CCN(c4cccc(Cl)c4)CC3)c(=O)c2=O)C1 (centres undefined)
 : i, i, i, i, i, i, i, -21, i, i, i
> O=C(O)c1cc(N/N=C/c2ccc(-c3ccccc3)cc2)ccc1Cl
 : i, i, i, i, i, i, i, -2, i, i, i
> CCc1ccc(CNc2ccc3c(c2)ncn3C)cc1
 : i, i, i, i, i, i, i, -16, i, i, i
> O=c1n(-c2ccc(Br)cc2)cnn1-c1ncccc1[N+](=O)[O-]
 : i, i, i, i, i, i, i, -7, i, i, i
> CCOC(=O)c1cnc2c(Cl)c(Cl)ccc2c1N1CCN(C)CC1
 : i, i, i, i, i, i, i, -10, i, i, i
> CCOC(=O)c1[nH]c(C)c(/C(O)=C2\C(=O)C(=O)N(CCN3CCOCC3)C2c2ccco2)c1C (centres undefined)
 : i, i, i, i, i, i, i, -7, i, i, i
> Cc1cccc(N(CC(=O)O)CC(=O)O)c1
 : i, i, i, i, i, i, i, -4, i, i, i
> Cc1ccc(NC(=O)N2CCC(O)(c3ccc(Cl)cc3)CC2)cc1
 : i, i, i, i, i, i, i, -3, i, i, i
> CC(=O)N(Cc1cc2ccccc2[nH]c1=O)c1ccc(C)cc1
 : i, i, i, i, i, i, i, -1, i, i, i
> C/C(=N\NC(=O)CN(c1ccc(Oc2ccccc2)cc1)S(C)(=O)=O)C(C)(C)C
 : i, i, i, i, i, i, i, -5, i, i, i

Other records follow:
Below each SMILES – RGS4 act, KCNQ1 act, KCNQ1 inh, MrgX1 ag, TMEM16A inh, RGS4 block, TMEM16A act, hERG protect, KCNK9 block, KCNK3 inh, MrgX1 allo act
> C=CCNC(=O)c1ccc(-c2nc3ccccc3nc2-c2ccccc2)cc1
 : i, i, i, i, i, i, i, -14, i, i, i
> CCOC(=O)CSc1nc(CC)nc2ccccc12
 : i, i, i, i, i, i, i, -1, i, i, i
> Cc1ccc(-n2cc(CNCCCN3CCCC3=O)c(-c3ccc(F)cc3)n2)cc1
 : i, i, i, i, i, i, i, -24, i, i, i
> Cc1ccc(-c2cc(O)cc3sc(=O)oc23)cc1C
 : i, i, i, i, i, i, i, -6, i, i, i
> CCCCCCn1cc(C(=O)O)c(=O)c2cc(F)c(N3CCCCC3)cc21
 : i, i, i, i, i, i, i, -8, i, i, i
> Cc1ccc(O)c(CC(C)C)n1
 : i, i, i, i, i, i, i, -11, i, i, i
> O=C1CCCN1S(=O)(=O)c1ccccc1
 : -7.9*, i, i, i, i, i, i, -2, i, i, i
